Screening results from PubChem BioAssay.
SIRT5 block = sirtuin-5 (human) deacylase inhibition; AID 652115; 330,000 tested, 1.1% active; Purified SirT5, succinyl-peptide AMC, trypsin-coupled fluorescence; inhibition, % at 15 µM; Q9NXA8; in the data active = inhibition above about 15%; inconclusive = no clear call, values can overlap the other calls
Target sequence (Q9NXA8 whole entry, looked up): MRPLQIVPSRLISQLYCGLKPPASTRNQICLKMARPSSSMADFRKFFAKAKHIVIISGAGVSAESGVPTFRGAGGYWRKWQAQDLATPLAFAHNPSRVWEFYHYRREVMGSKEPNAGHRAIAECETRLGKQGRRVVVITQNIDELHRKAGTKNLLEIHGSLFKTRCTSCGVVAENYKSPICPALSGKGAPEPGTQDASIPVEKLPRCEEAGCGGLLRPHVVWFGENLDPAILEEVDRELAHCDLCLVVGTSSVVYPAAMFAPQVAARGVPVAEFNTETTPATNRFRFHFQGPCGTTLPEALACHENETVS
ARNT TACC3 PPI = disrupts binding between human ARNT and TACC3; inhibition, % at 9.99 µM; 390,000 tested, 0.66% active; AlphaScreen His-ARNT PAS-B/GST-TACC3 binding, luminescence; TACC3 fragment carries E629A point mutation;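 active = mean inhibition of replicates at least 50% and at least half of replicates each reaching 50%; inconclusive = half or more replicates reach 50% but mean below 50%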;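 note: 0% = complete ARNT plus TACC3 wells and 100% = ARNT alone without TACC3; many hits fall short of the cut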
Cneo AK release = Cryptococcus neoformans lysis via adenylate kinase release | lysis activity, % at 15 µM | 360,000 tested, 0.2% active | C. neoformans lysis, adenylate kinase release luminescence, 4 h; normalised: neutral wells 0, clomiphene wells 100;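 active = mean lysis activity across replicates of at least 80%, whatever share of replicates individually reach that level; inactive = mean lysis activity below 80%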
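Material: C. neoformans cells; Schedule: 4 h static compound exposure, 37 °C, read 1 h post-reagent; Measured by: adenylate kinase release luminescence; Read-out: signal increase indicating cell lysis; Controls: Clomiphene as positive lysis control.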
esBAF inh = blocks esBAF chromatin remodeling in mouse ES cells; Bmi1-luciferase knock-in reporter, 24 h; 100% = twice the neutral-well signal; 350,000 tested, 2% active; reporter increase, % at 12.5 µM; AID 602393; in the data active = activation above about 40%; inconclusive = no clear call, values can overlap the other calls;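 note: 0% = median of the plate's neutral control wells and 100% = double that signal; a rise in the Bmi1 reporter signal indicates esBAF inhibition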
miR-122 sensor = miR-122 inhibition in Huh7 cells. Huh7 miR-122 Renilla luciferase sensor, 48 h; neutral wells = 0, positive control = 100. activation (reporter increase), % at 12.5 µM. 340,000 tested, 0.3% active;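 active = mean replicate activation score at least 90 and every replicate individually at or above 90; inconclusive = only one of the two criteria met; inactive = neither criterion met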;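 note: higher luciferase means less miR-122 activity so hits act as miR-122 inhibitors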
ERp5 block = blocks human ERp5 reductase activity on insulin | Q15084 | ERp5 insulin aggregation, absorbance 650 nm, 90 min | inhibition, % at 9.99 µM | 350,000 tested, 0.05% active | AID 651711;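 active = mean replicate inhibition above about 25%, with every replicate also reaching it, limit read from the data, passing the limit was not always enough; inconclusive = only one of those two criteria met; inactive = neither criterion met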
Target sequence (Q15084 whole entry, looked up): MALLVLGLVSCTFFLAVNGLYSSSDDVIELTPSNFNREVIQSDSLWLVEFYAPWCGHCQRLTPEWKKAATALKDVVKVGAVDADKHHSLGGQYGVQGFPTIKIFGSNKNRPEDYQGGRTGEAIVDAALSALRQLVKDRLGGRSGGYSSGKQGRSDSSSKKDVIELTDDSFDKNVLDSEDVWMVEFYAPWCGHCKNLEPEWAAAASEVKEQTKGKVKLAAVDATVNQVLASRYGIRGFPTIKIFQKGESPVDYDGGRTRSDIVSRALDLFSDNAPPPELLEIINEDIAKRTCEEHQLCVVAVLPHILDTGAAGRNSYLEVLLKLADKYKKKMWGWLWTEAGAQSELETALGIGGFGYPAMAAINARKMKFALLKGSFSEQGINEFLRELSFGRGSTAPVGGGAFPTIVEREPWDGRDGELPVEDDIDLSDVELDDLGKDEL
C2C12 statin = protects C2C12 myotubes from simvastatin toxicity; 330,000 tested, 0.78% active; AID 602340; ATP luminescence, 48 h; scaled: DMSO 0, geranylgeraniol control 100; rescue of ATP level, % at 7.49 µM;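 active = mean ATP rescue above about 67%, or every replicate alone reaching that limit, limit read from the data, passing the limit was not always enough; inconclusive = no clear call, values can overlap the other calls; inactive = mean under the limit and some replicate under it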;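 note: myotubes were challenged with 10 µM simvastatin during compound exposure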
* hit, by the source's call; u = inconclusive; x = no result given; [ ] = dose if it differs, or a comment.

SMILES	SIRT5 block	ARNT TACC3 PPI	Cneo AK release	esBAF inh	miR-122 sensor	ERp5 block	C2C12 statin
C[C@@H]1CCCCO[C@H](CN(C)S(C)(=O)=O)[C@@H](C)CN([C@@H](C)CO)C(=O)c2cc(NS(=O)(=O)c3ccc(F)cc3)ccc2O1	4	-11	3	-4	7[16.7 µM]	0	102*
Cc1cc(-n2c(=O)c(C#N)cc3c(=O)n4cccc(C)c4nc32)no1	x	-9	4	-5	-2	x	-9
Cc1ccc(S(N)(=O)=O)cc1NC(=O)/C=C/c1ccc2c(c1)OCO2	1	4	x	x	11	-1	x
Cc1ccc(-n2nnnc2SCC(=O)N2CC(=O)Nc3ccccc32)cc1	x	0	-3	5	-2	x	2
O=C(Oc1ccc(Cl)c2cccnc12)c1cccnc1	0	69*	1	-1	-4	2	-11
CCC(=O)Nc1cccc(-c2cnc3ccccc3n2)c1	-5	-2	x	u	2	-2	3
CCCCC(CCC(=O)O)(C(=O)OCC)c1csc(N)n1 (configuration not stated)	x	-4	-1	-8	-8	x	x
O=C(O)Cn1ncc2ccccc2c1=O	4	-10	x	x	x	5	x
C/C=C/c1ccc([C@@H]2[C@@H](CN(CC)C(=O)CN(C)C)N(C(C)=O)[C@H]2CO)cc1	-3	-3	4	-1	0[16.7 µM]	8	-3
COc1ccccc1NC(=O)COC(=O)C1C2CC3OC(=O)C1C3C2 (configuration not stated)	-7	-2	-2	-2	-4	-1	21
Cc1cc(C(=O)N/N=C/c2ccc(-c3cccc(Cl)c3Cl)o2)n[nH]1	x	-8	4	x	-10	x	x
CC(C)(C)S(=O)N1Cc2cc(=O)n(Cc3ccccc3)c(CCO)c2[C@@H]1CCO (some centres not stated)	-3	4	1	-5	-2	1	-7
COCC(=O)N(C)C[C@@H]1Oc2cc(C#CCN(C)C)ccc2S(=O)(=O)N([C@H](C)CO)C[C@@H]1C	-4	-7	-15	4	-2[16.7 µM]	1	11
CCOC(=O)c1c(NC(=O)C2c3ccccc3Oc3ccccc32)sc(C(N)=O)c1C	x	-7	3	-1	-4	x	12
COc1ccc(CNC(=O)c2ccc(NC(=O)C3CCCO3)cc2)cc1 (configuration not stated)	x	-8	-2	8	8	x	2
O=C(CC(NC(=O)c1ccccc1)c1ccccc1)NCc1ccccc1 (configuration not stated)	x	-14	0	0	x	1	10
C[C@@H]1CN([C@@H](C)CO)C(=O)c2cc(C#Cc3cccc(F)c3)cnc2O[C@H]1CN(C)Cc1ccccn1	-2	-10	1	-5	-3[16.7 µM]	-3	25
O=C(c1cnc2n(c1=O)CCS2)N1CCCc2ccccc21	1	-4	x	-5	1	-4	-10
CC(C)NC(=O)Nc1ccc2c(c1)C(=O)N([C@H](C)CO)C[C@@H](C)[C@@H](CN(C)C(=O)C1CCCCC1)OCCCC[C@H](C)O2	x	x	x	4	3[16.7 µM]	x	12
COc1cccc(NC(=O)C[C@H]2CC[C@H]3[C@H](COc4ccc(NC(=O)C5CC5)cc4C(=O)N3C)O2)c1	-3	6	-3	6	5[16.7 µM]	-6	3
CC(=O)c1ccc(NC(=O)C(C)OC(=O)CCN=C2NS(=O)(=O)c3ccccc32)cc1 (configuration not stated)	3	-5	-1	x	x	8	3
CN(C)CCC=C1c2ccccc2C=Cc2ccccc21	2	3	7	-4	-2	-1	-15
O=C(O)COc1ccccc1C1C2C(=O)N(c3ccccc3)C(=O)C2ON1c1ccccc1 (configuration not stated)	x	-9	2	-5	-7	x	-10
NCC[C@@H]1CC[C@@H](NC(=O)NC2CCCCC2)[C@H](CO)O1	1	8	0	5	x	-1	-8
COc1cc2cnc(-c3ccsc3)c(-c3ccc(F)cc3)c2cc1OC	x	-9	0	5	-7	3	1
COC(=O)c1cccc(NC(=O)CSc2nnc(-c3ccco3)o2)c1	1	-7	-2	1	-4	2	5
OC[C@@H]1[C@H](c2ccc(C3=CCCC3)cc2)[C@@H]2CN(CCC(F)(F)F)CCCCN12	1	11	3	x	-28[16.7 µM]	-1	x
CC=Cc1ccc2n(c1=O)C[C@H]1[C@H](CO)[C@@H](C(=O)NC3CCCCC3)N(C(=O)C3CC3)[C@@H]21 (mixture of isomers)	7	12	47	1	x	1	-4
CC(O)CNc1nc2ccccc2n1-c1ncnc2sc3c(c12)CCC3 (configuration not stated)	x	11	-2	3	-4	x	114*
Nc1nc(CSCCO)nc(Nc2ccc(F)cc2)n1	x	0	0	x	2	x	x
CCOc1ccc2oc(=O)cc(C)c2c1	x	-1	0	3	-9	x	x
O=C(O)c1ccc2c(c1)C(=O)N(C(Cc1ccc(O)cc1)C(=O)O)C2=O (configuration not stated)	x	-6	-1	-3	2	x	-5
COc1cccc(C#Cc2ccc([C@@H]3[C@@H](CO)N(C(=O)c4ccccn4)[C@H]3C#N)cc2)c1	4	9	-5	-5	x	4	14
COc1ccc(NC(=O)C2=CC(c3cccs3)=NS(=O)(=O)N2C)cc1	-1	11	1	16	0	-6	4
CC=Cc1ccc2n(c1=O)C[C@H]1[C@H](CO)[C@@H](C(=O)NCc3ccccc3Cl)N(S(C)(=O)=O)[C@@H]21 (mixture of isomers)	-10	-2	-4	1	x	-4	-5
CN(C)C(=O)CCc1ccc2c3c([nH]c2c1)[C@]1(C)[C@@H](C(=O)N2CCCCC2)C[C@H](CC(=O)NCc2ccco2)C(=O)N1CC3	-4	-8	-2	2	1	19	5
CCS(=O)(=O)Nc1ccc2c(c1)C(=O)N(C)[C@H]1CC[C@@H](CC(=O)N3CCOCC3)O[C@H]1CO2	1	1	4	-4	-1[16.7 µM]	2	0
O=C(CN1C(=O)c2ccccc2C1=O)Nc1sc2c(c1C(=O)NCC1CCCO1)CCC2 (configuration not stated)	x	18	2	-6	-2	x	14
Cc1ccc(Cl)cc1N1CCN(C(=O)c2ccc3c(c2)CCN3S(C)(=O)=O)CC1	-1	x	3	8	-11	1	-3
O=C(Nc1cccnc1Cl)c1cc(-c2cccc(Cl)c2)on1	-2	x	0	-5	0	0	-1
CCCCC(CC)C(=O)Nc1cc(C(=O)NCCC)ccc1N1CCC2(CC1)CC(c1ccccc1)=NO2 (configuration not stated)	x	-4	7	-9	x	-2	-18
CCCCN1C(=O)C2ON(c3ccccc3C)C(c3ccco3)C2C1=O (configuration not stated)	-2	-12	2	-16	x	1	-36
O=C(Cc1ccc(Cl)c(Cl)c1)OCC(=O)c1ccc[nH]1	x	-7	0	-5	5	x	12
CN(CC(=O)Nc1ccc(N2CCOCC2)cc1)C(=O)c1cc(S(=O)(=O)N(C)C)ccc1Cl	1	-2	-1	x	4	-6	x
O=C(NC1CCCCC1)N1CCc2[nH]c3ccccc3c2C1	x	6	0	21	-2	x	x
COc1ccc(C#Cc2ccc([C@@H]3[C@H](CO)N4CCCCN(C(=O)c5ccncc5)C[C@@H]34)cc2)cc1	-2	3	5	-3	-4[16.7 µM]	-3	7
O=S(=O)(c1ccc(Cl)cc1Cl)n1ccc2cccnc21	8	7	-3	-5	13	3	24
O=C1NC(=O)/C(=C\c2ccc(Sc3ccc(Cl)cc3)o2)N1	x	-9	0	x	-3	x	x
O=C(Nc1ccc(Cl)c(Cl)c1)N[C@@H]1CC[C@H](CCn2cc(C3CC3)nn2)O[C@H]1CO	27*	4	-5	-1	x	-1	5
O=C(Nc1ccccc1Cl)c1ccc(S(=O)(=O)N2CCOCC2)cc1	0	-14	-3	1	-3	5	-6

Next records.
SMILES	SIRT5 block	ARNT TACC3 PPI	Cneo AK release	esBAF inh	miR-122 sensor	ERp5 block	C2C12 statin
N#CC1(Nc2cccc(Br)c2)C(=O)Nc2ccccc21 (configuration not stated)	1	-2	x	x	x	-4	x
Cc1ccc(C(=O)NC2CCCCC2)cc1	-2	-2	-6	12	-6	-3	-6
CC(C)(C)c1ccc(-c2nnc(N)o2)cc1	-4	2	x	58*	x	x	-17
COc1ccc(N=Nc2cc(C)c(O)c(CN3CCCCC3)c2)cc1	1	36	-9	4	-4	4	4
CC(C)[C@H](NC(=O)N1c2ccccc2NC(=O)[C@@H]1C(C)C)C(=O)N[C@H](C(=O)O)c1ccccc1	1	3	1	3	2	2	-3
COc1ccc(NC(=O)Nc2cc(C)ccc2OC)cc1	x	-6	-2	20	-2	x	4
C[C@@H]1CN([C@H](C)CO)C(=O)c2cc(NC(=O)c3ccccc3)ccc2O[C@@H](C)CCCCO[C@@H]1CN(C)Cc1ccc(C(F)(F)F)cc1	-1	-3	-2	-3	-14[16.7 µM]	0	x
CCCNC(=O)Nc1ccc2c(c1)OC[C@@H](C)N(Cc1cncnc1)C[C@@H](C)[C@H](OC)CN(C)C2=O	-10	-9	6	-1	x	2	8
COc1cc(/C=C/C(=O)OCC(=O)c2ccc(OC(F)F)cc2)ccc1O	x	0	0	0	2	8	1
O=C(Nc1ccc(F)cc1)C1(S(=O)(=O)c2ccc(Cl)cc2)CC1	-4	x	0	-4	-2	1	16

Reprinted at random: two compounds from above, in no set order.
SMILES	SIRT5 block	ARNT TACC3 PPI	Cneo AK release	esBAF inh	miR-122 sensor	ERp5 block	C2C12 statin
CC(C)[C@H](NC(=O)N1c2ccccc2NC(=O)[C@@H]1C(C)C)C(=O)N[C@H](C(=O)O)c1ccccc1	1	3	1	3	2	2	-3
N#CC1(Nc2cccc(Br)c2)C(=O)Nc2ccccc21 (configuration not stated)	1	-2	x	x	x	-4	x

(cont.)
SMILES	SIRT5 block	ARNT TACC3 PPI	Cneo AK release	esBAF inh	miR-122 sensor	ERp5 block	C2C12 statin
O=C(COc1ccccc1)N1CCN(C(=O)c2ccccc2F)CC1	1	-2	1	-3	0	3	-1
CN1CCCCN2[C@@H](CO)[C@H](c3ccc(-c4cccnc4)cc3)[C@@H]2C1	-1	5	-1	1	9[16.7 µM]	0	13
COc1ccc(N(C(=O)Cn2nnc(-c3ccc(Cl)cc3)n2)C(C(=O)NCC2CCCO2)c2ccncc2)cc1 (configuration not stated)	0	-4	x	x	x	1	x
O=C(CSc1nnc2ccc(-c3ccccn3)nn12)Nc1ccc(F)cc1	x	x	1	4	-3	2	-3
CC1(C(=O)Nc2cccc(C#N)c2)CCN1C(=O)Cc1ccc(-c2ccccc2)cc1 (configuration not stated)	0	x	1	-25	-12	-3	-13
COCCCN1C(=O)C(O)=C(C(=O)c2ccc(C)o2)C1c1cccc(Br)c1 (configuration not stated)	x	2	-3	1	2	x	15

In the list so far, these contain fluorine:
SMILES	SIRT5 block	ARNT TACC3 PPI	Cneo AK release	esBAF inh	miR-122 sensor	ERp5 block	C2C12 statin
C[C@@H]1CCCCO[C@H](CN(C)S(C)(=O)=O)[C@@H](C)CN([C@@H](C)CO)C(=O)c2cc(NS(=O)(=O)c3ccc(F)cc3)ccc2O1	4	-11	3	-4	7[16.7 µM]	0	102*
C[C@@H]1CN([C@@H](C)CO)C(=O)c2cc(C#Cc3cccc(F)c3)cnc2O[C@H]1CN(C)Cc1ccccn1	-2	-10	1	-5	-3[16.7 µM]	-3	25
COc1cc2cnc(-c3ccsc3)c(-c3ccc(F)cc3)c2cc1OC	x	-9	0	5	-7	3	1
OC[C@@H]1[C@H](c2ccc(C3=CCCC3)cc2)[C@@H]2CN(CCC(F)(F)F)CCCCN12	1	11	3	x	-28[16.7 µM]	-1	x
Nc1nc(CSCCO)nc(Nc2ccc(F)cc2)n1	x	0	0	x	2	x	x
C[C@@H]1CN([C@H](C)CO)C(=O)c2cc(NC(=O)c3ccccc3)ccc2O[C@@H](C)CCCCO[C@@H]1CN(C)Cc1ccc(C(F)(F)F)cc1	-1	-3	-2	-3	-14[16.7 µM]	0	x
COc1cc(/C=C/C(=O)OCC(=O)c2ccc(OC(F)F)cc2)ccc1O	x	0	0	0	2	8	1
O=C(Nc1ccc(F)cc1)C1(S(=O)(=O)c2ccc(Cl)cc2)CC1	-4	x	0	-4	-2	1	16
O=C(COc1ccccc1)N1CCN(C(=O)c2ccccc2F)CC1	1	-2	1	-3	0	3	-1
O=C(CSc1nnc2ccc(-c3ccccn3)nn12)Nc1ccc(F)cc1	x	x	1	4	-3	2	-3
